TRPC6 act – activators of mouse TRPC6 channel. Q61143. HEK293-TRPC6 membrane potential dye fluorescence; hits give high values. B-score at 10 µM. 0.13% of 310,000 active;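 active = B-score of the integrated fluorescence ratio above library mean plus 3 SD, and starting fluorescence ratio within library mean plus 5 SD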;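 note: higher score means more depolarization so channel activation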
Target sequence (Q61143 whole entry, looked up): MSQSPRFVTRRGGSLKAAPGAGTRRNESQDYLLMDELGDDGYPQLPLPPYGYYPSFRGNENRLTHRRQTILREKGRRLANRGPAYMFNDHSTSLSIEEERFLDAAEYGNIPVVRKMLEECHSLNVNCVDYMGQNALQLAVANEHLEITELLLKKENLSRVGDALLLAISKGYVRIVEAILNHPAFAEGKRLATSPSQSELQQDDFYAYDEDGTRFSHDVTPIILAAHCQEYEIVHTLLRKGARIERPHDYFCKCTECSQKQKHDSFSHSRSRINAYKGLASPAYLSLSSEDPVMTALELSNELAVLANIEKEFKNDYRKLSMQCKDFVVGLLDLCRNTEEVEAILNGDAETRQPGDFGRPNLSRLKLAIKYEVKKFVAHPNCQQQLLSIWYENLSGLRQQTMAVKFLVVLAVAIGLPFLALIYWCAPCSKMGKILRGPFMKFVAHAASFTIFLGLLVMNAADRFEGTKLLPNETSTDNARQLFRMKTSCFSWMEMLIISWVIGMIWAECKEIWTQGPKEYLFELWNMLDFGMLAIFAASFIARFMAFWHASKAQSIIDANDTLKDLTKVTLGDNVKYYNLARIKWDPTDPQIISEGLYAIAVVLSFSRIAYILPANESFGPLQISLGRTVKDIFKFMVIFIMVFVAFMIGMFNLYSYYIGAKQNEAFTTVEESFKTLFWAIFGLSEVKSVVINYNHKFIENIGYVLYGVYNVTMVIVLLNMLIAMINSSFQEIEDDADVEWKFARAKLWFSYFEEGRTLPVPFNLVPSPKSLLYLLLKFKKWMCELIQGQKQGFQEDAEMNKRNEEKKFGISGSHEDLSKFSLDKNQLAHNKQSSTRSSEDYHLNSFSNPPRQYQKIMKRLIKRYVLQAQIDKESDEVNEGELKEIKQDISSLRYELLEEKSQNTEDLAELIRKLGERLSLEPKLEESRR
HIF act – HIF pathway transcriptional activation. 0.32% of 300,000 active. activation, % at 7.5 µM (by protocol). U2OS HRE-luciferase reporter, luminescence; normalized: DMSO 0%, desferrioxamine 100%;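 active = mean activation of at least 10% of the iron chelator positive control signal, with at least half of replicates also reaching 10%; inconclusive = mean and replicate majority disagree about reaching 10%; inactive = mean and most replicates under 10%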
TRPC6 inh – mouse TRPC6 channel inhibition. HEK293-TRPC6, membrane potential dye, ACh-evoked depolarization; hits give low values. B-score at 10 µM. 1.1% of 310,000 active. AID 2553;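 active = B-score under library mean minus 3 SD, initial fluorescence not abnormally high, positive integrated signal ratio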;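 note: B-score derived from integrated fluorescence ratio over the kinetic read; more negative B-score means stronger inhibition of depolarization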
PolyA inh – yeast polyadenylation inhibition; S. cerevisiae SKY197-pL101 polyadenylation reporter, beta-gal luminescence; efflux-impaired pdr1/pdr3 knockout yeast; score 100 = 6 SD above DMSO; calls only at 12 µM; 0.02% of 300,000 active; AID 1875;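 active = lowest replicate activity score at least 50, where 100 means six control SD above control mean; inconclusive = lowest score under 50 but half or more replicates reach 50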;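 note: yeast exposed to compound for 9 h at 30 °C; higher score means more reporter readthrough which indicates perturbed polyadenylation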
TRPC4 agonist – activators of mouse TRPC4 channel. Q9QUQ5. HEK293 TRPC4beta/mu-opioid, Fluo4 calcium fluorescence; hits give high values. B-score at 10 µM. 0.49% of 310,000 active. AID 2237;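 active = B-score above 5 SD of library B-scores, and initial fluorescence ratio not above library mean plus 5 SD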;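 note: positive B-score marks a calcium rise read as TRPC4 activation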
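Assay system: HEK293 cells stably co-expressing mouse TRPC4beta and mu-opioid receptor / Timing: Fluo4 dye loading 45 min at room temperature, 110 s recording / Signal: Fluo4 calcium-sensitive dye fluorescence, kinetic, 1 Hz baseline / Read-out: integrated baseline-normalised fluorescence ratio, converted to per-well B score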
AI-2 QS modul – modulates the Vibrio harveyi AI-2 quorum sensing system; Vibrio harveyi JMH597 AI-2 luminescence/OD600 ratio, 9 h; hits give low values; strain lacks LuxN and CqsS sensors; 0 = neutral-control median; activity change, % at 7.5 µM; 0.4% of 300,000 active; AID 2094; in the data active = activity change below about -75%, passing the limit was not always enough; inconclusive = no clear call, values can overlap the other calls;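 note: luminescence divided by OD600 gain over 9 h not by final OD600 alone; inactives centre near 13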
TRPC4 PAM – TRPC4 (mouse) allosteric potentiation; HEK293 TRPC4beta/mu-opioid, DAMGO EC20, Fluo-4 Ca2+ flux; hits give high values; 0.42% of 310,000 active; B-score at 10 µM; Q9QUQ5;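 active = B-score of calcium response area above 5 SD of library B-scores, with initial fluorescence ratio within 5 SD of library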;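 note: B-score of integrated fluorescence ratio over time as area under calcium response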
MrgX1 agonist – human MrgX1 receptor agonism, primary screen. Q96LB2. MrgX1-HEK293 cells, Fluo-4 calcium fluorescence, agonist mode; hits give high values. B-score at 10 µM. 0.44% of 310,000 active;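 active = calcium response B-score plate-corrected fluorescence ratio at least 3 library SD, with starting fluorescence B-score inside 5 SD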
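Material: MrgX1-expressing HEK293 cells / Dosing: compound as first of three additions / Incubation: overnight seeding, then 1 h dark dye loading / Signal: Fluo-4 NW calcium fluorescence / Evaluation: B-scored fluorescence response ratio / Benchmarks: positive and negative control wells on each plate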
TRPC4 inh – TRPC4 (mouse) channel inhibition | 0.39% of 300,000 active | HEK293 TRPC4beta/mu-opioid, DAMGO-evoked Fluo4 calcium flux; hits give low values | Q9QUQ5 | AID 2247 | B-score at 10 µM;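 active = B-score over 3 SD under the library average, no early fluorescence shift, positive overall ratio signal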
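Material: HEK293 cells with stable TRPC4beta plus mu-opioid receptor expression / Probe or stimulus: DAMGO in two steps, submaximal then maximal / Compound: single concentration per test compound / Technique: kinetic Fluo4 fluorescence imaging of calcium influx / Read-out: per-well B score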
MrgX1 PAM – allosterically activates human MrgX1 receptor signaling. MrgX1-HEK293, Fluo-4 calcium flux, FDSS; hits give high values. B-score at 10 µM. 0.63% of 310,000 active;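 active = plate-corrected calcium response at least 3 library SD above typical, normal starting fluorescence, not activating the receptor alone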;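 note: compound read alongside a low EC10 to EC30 dose of BAM8-22 agonist; peak minus trough fluorescence over baseline measured at the second addition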
MrgX1 antagonist – antagonists of human MrgX1 receptor | MRGX1-HEK293 calcium flux, Fluo-4, BAM8-22 antagonism; hits give low values | B-score at 10 µM | 1.3% of 310,000 active | AID 588676;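 active = calcium-response B-score plate-corrected more than 3 library SD below zero, starting fluorescence within 5 deviations, no agonist response on first addition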;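 note: peak minus trough fluorescence over baseline after final BAM8-22 challenge near maximal dose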
Numbers without * were called inactive; i = inactive; u = inconclusive; x = no result given. A portion of the library, so the mix of outcomes need not match the whole.

SMILES	TRPC6 act	HIF act	TRPC6 inh	PolyA inh	TRPC4 agonist	AI-2 QS modul	TRPC4 PAM	MrgX1 agonist	TRPC4 inh	MrgX1 PAM	MrgX1 antagonist
CC(C)(C)c1ccc(OCCC(=O)Nc2cccc(S(=O)(=O)N3CCCC3)c2)cc1	i	1.5	i	i	i	20	i	i	i	i	i
COc1ccccc1C(=O)N/C(=C\c1ccc(Br)cc1)C(=O)NCCO	i	0.4	i	i	i	8	i	i	i	i	i
COc1ccc(CNC(=O)c2ccc3nccnc3c2)cc1	i	x	i	i	i	-52	i	i	i	i	i
Cc1cc(NC(=O)c2ccc(S(=O)(=O)N(C)C)cc2)n(-c2ccccn2)n1	i	0.5	i	i	i	9	i	i	i	i	i
CC(=O)c1cc2c(cc1NC(=O)CCc1ccccc1)OCO2	i	0.5	i	i	i	11	i	i	i	i	i
CCOc1cccc2sc(=NC(=O)CCS(=O)(=O)c3ccc(F)cc3)n(C)c12	i	-0.4	i	i	i	24	i	i	i	i	i
COCCn1nnnc1C(c1cc2cccc(C)c2[nH]c1=O)N1CCN(c2ccccc2F)CC1 (stereo not drawn)	i	-0.5	i	i	i	24	i	i	i	i	i
COCC(=O)Nc1cc(Cl)ccc1C(F)(F)F	i	-0.1	i	i	i	0	i	i	i	i	i
C=CCNC(=O)c1onc(CSc2ccc(F)cc2)c1C(=O)NCCOC	i	-0.3	i	i	i	18	i	i	i	i	i
Cc1cc(C)c(C(=O)N2CCCC(CNS(=O)(=O)c3cccs3)C2)o1 (stereo not drawn)	i	0.3	i	i	i	9	i	i	i	i	i
Cc1ccc(S(=O)(=O)NCCCCCC(=O)N(C)C)cc1	i	-0.1	i	i	i	10	i	i	i	i	i
COc1cc(NC(=O)C2CCCN2C(=O)C2CCC(C)CC2)cc(OC)c1OC (stereo not drawn)	i	0.0	i	i	i	8	i	i	i	i	i
Cc1ccc(CSc2nnc(-c3ccccn3)n2N)cc1	i	1.8	i	i	i	u	i	i	i	i	i
Cc1ccc(S(=O)(=O)N2CCCC(C(=O)N3CCN(C)CC3)C2)cc1 (stereo not drawn)	i	-0.2	i	i	i	-3	i	i	i	i	i
Cc1ccc(-n2c(=O)[nH]c3c(C(N)=O)nc(C(C)C)nc32)cc1	i	-0.4	i	i	i	8	i	i	i	i	i
O=C(CN1C(=O)CCS(=O)(=O)c2ccccc21)NCc1ccc2c(c1)OCO2	i	0.2	i	i	i	11	i	i	i	i	i
Clc1cccc2sc(N3CCN(c4ccccc4)CC3)nc12	i	x	i	i	i	23	i	i	i	i	i
COC(CNC(=O)c1ccc2c(c1)ncn2-c1ccc(C)cc1C)OC	i	-0.2	i	i	i	7	i	i	i	i	i
CCOC(=O)c1cc2c(C(F)(F)F)cc(-c3cccnc3)nc2o1	i	-0.3	i	i	i	13	i	i	i	i	i
CN1C(=O)c2ccc(NC(=O)CSc3ccccc3)cc2C1=O	i	0.4	i	i	i	16	i	i	i	i	i
Cc1ccc(-n2c(Cc3cccs3)nnc2SCC(=O)Nc2ccc(F)c(F)c2)cc1	i	-0.8	i	i	i	9	i	i	i	i	i
CC1CCc2c(sc(NC(=O)c3c([N+](=O)[O-])cnn3C)c2C(N)=O)C1 (stereo not drawn)	i	x	i	x	i	23	i	i	i	i	i
O=C(NCCc1ccccc1)c1nc(CS(=O)(=O)c2ccc(Cl)cc2)no1	i	-0.9	i	i	i	25	i	i	i	i	i
C=CCn1c(SCC(=O)N2CCOCC2)nc2ccccc2c1=O	i	0.3	i	i	i	-5	i	i	i	i	i
O=C(O)/C=C/c1ccc(OCCCF)cc1	i	0.1	i	i	i	68	i	i	i	i	i
Cc1ccc(/C=N/NC(=O)c2c[nH]c3ccccc23)s1	i	2.5	i	i	i	33	i	i	i	i	i
O=C(c1cc2cc(C(F)(F)F)ccc2s1)N1CCOCC1	i	2.3	i	i	i	11	i	i	i	i	i
Cc1cccc(/C=N/n2c(C)nc3ccccc3c2=O)c1	i	-0.1	i	i	i	6	i	i	i	i	i
COc1cc(OC)cc(C(=O)NCCCCc2ccccc2)c1	i	-0.5	i	i	i	-1	i	i	i	i	i
COC(=O)[C@H]1[C@H](C(=O)OC)[C@@H](C(=O)OC)N(c2ccc(OC)cc2)[C@@H]1C(=O)OC	i	-0.3	i	i	i	1	i	i	i	i	i
O=C1NC(c2ccc3c(c2)OCO3)Nc2ccccc21 (stereo not drawn)	i	2.4	i	i	i	14	i	i	i	i	i
CC(C)CCC(CC(C)O)C(=O)NNC(=S)Nc1ccccc1 (stereo not drawn)	i	0.2	i	i	i	19	i	i	i	i	i
COc1cc(C(Nc2ccccn2)c2c(NC(=O)c3ccco3)sc(C)c2C)cc(OC)c1OC (stereo not drawn)	i	-0.1	i	i	i	16	i	i	i	i	i
COc1cc(/C=N/NS(=O)(=O)c2ccc(C)c([N+](=O)[O-])c2)cc([N+](=O)[O-])c1O	i	-0.6	i	i	i	39	i	i	i	i	i
Cc1cnc([N+](=O)[O-])n1CCOC(=O)NC(=O)c1ccccc1Cl	i	0.0	i	i	i	11	i	i	i	i	i
Cn1c(O)c(/C=N/NC(=O)c2cc3ccccc3cc2O)c2ccccc21	44*	u	i	i	105*	11	33*	50*	i	i	i
Cc1ccc(C(=O)OC(C)CN2CCN(C)CC2)cc1 (stereo not drawn)	i	0.2	i	i	i	20	i	i	i	i	i
COc1ccc2[nH]c(C(=O)O)c(NS(=O)(=O)c3ccc(F)cc3)c2c1	i	-0.3	i	i	i	21	i	i	i	i	i
O=C(Nc1ccccc1)OCc1cc(-c2ccccc2Cl)on1	i	1.3	i	i	i	-8	i	i	i	i	i
Cc1cccc(NC(=S)NC(C)C(c2ccccc2)N2CCN(C)CC2)c1C (stereo not drawn)	i	0.1	i	i	i	20	i	i	i	i	i
Cc1ncsc1C(=O)N1N=C2/C(=C/c3ccc(N4CCOCC4)cc3)CCCC2C1c1ccc(N2CCOCC2)cc1 (stereo not drawn)	i	0.0	i	i	i	2	i	i	i	i	i
O=C(NC1CCCC1)C(c1ccsc1)N(C(=O)Cc1cccs1)c1cccc(F)c1 (stereo not drawn)	i	-0.4	i	i	i	1	i	i	i	i	i
O=C(NCC1CC1)Nc1ccccc1F	i	0.3	i	i	i	15	i	i	i	i	i
Cc1ccccc1C(=O)Oc1ccc(-c2csnn2)cc1	i	2.3	i	i	i	0	i	i	i	i	i
CC(NC(=O)CSc1nnc(-c2cccnc2)n1N)c1ccccc1 (stereo not drawn)	i	0.0	i	i	i	7	i	i	i	i	-4.6*
CN(/C(=N/S(=O)(=O)c1cccs1)c1ccccc1)c1ccc(O)cc1	i	x	i	x	i	9	i	i	i	i	i
c1ccc(-c2nnsc2-c2nc3ccccc3[nH]2)cc1	i	1.0	i	i	i	14	i	x	i	x	x
Cc1ccc(/C(N)=N/OC(=O)COc2ccccc2Cl)cc1	i	5.2	i	i	i	-52	i	i	i	i	i
CC1CC(CCC(=O)NC(=S)Nc2ccc(S(N)(=O)=O)cc2)C(=O)O1 (stereo not drawn)	i	-0.4	i	i	i	14	i	i	i	i	i
CCOC(=O)C1CCN(c2ccc(C(=O)O)cc2[N+](=O)[O-])CC1	i	0.3	i	i	i	10	i	i	i	i	i
COc1ccc(C(=O)NC(=S)NNC(=O)c2cnccn2)cc1OC	i	-0.2	i	i	i	30	i	i	i	i	i
Cc1cccc(C)c1NC(=S)NNc1ncc(C(F)(F)F)cc1Cl	i	-1.0	i	i	i	9	i	i	i	i	i
COC(=O)/C=C1\SC(=NC(=O)c2cccc([N+](=O)[O-])c2)NC1=O	i	-2.9	i	i	i	7	i	i	i	i	i
O=C(c1ccccc1)c1ccccc1N/C=C/c1nnnn1-c1ccccc1	i	-0.6	i	i	i	25	i	i	i	i	i
O=C(/C=C/c1ccccc1Cl)NNC(=O)c1cccs1	i	1.7	i	i	i	8	i	i	i	i	i
CCc1ccc2oc(C(=O)Nc3nonc3CC)c(C)c2c1	i	3.8	i	i	i	5	i	i	i	i	i
COc1ccc(CCNC(=S)Nc2ccc(OC)cc2)cc1	i	0.0	i	i	i	3	i	i	i	i	i
COc1ccc(/C=C2\SC(=O)N(CCNC(=O)C3CC(=O)N(c4ccccc4)C3)C2=O)cc1 (stereo not drawn)	i	0.9	i	i	i	14	i	i	i	i	i
CCOC(=O)C1(Cc2cccc(Cl)c2)CCCN(C(=O)CCN2CCCC2=O)C1 (stereo not drawn)	i	0.3	i	i	i	24	i	i	i	i	i
NC(=S)NN=C1C2CC3CC(C2)CC1C3	i	-0.3	i	i	i	14	i	i	i	8.6*	i
Next results
SMILES	TRPC6 act	HIF act	TRPC6 inh	PolyA inh	TRPC4 agonist	AI-2 QS modul	TRPC4 PAM	MrgX1 agonist	TRPC4 inh	MrgX1 PAM	MrgX1 antagonist
COC(=O)CCC(=O)OC1(C)C(=O)C=C2C=C(C3CC3)N(CCc3c[nH]c4ccccc34)C=C2C1=O (stereo not drawn)	i	-0.8	-7.2*	i	i	41	i	i	i	i	i
O=C(NCCCN1CCN(CCCNC(=O)c2ccccc2F)CC1)c1ccccc1F	i	0.6	i	i	i	15	i	i	i	i	i
COc1cc(C(=O)N/N=C/c2coc3ccccc3c2=O)cc(OC)c1OC	i	1.1	i	i	i	26	i	i	i	i	i
O=C(CCCn1c(=O)[nH]c2ccccc2c1=O)NCCSCc1ccccc1	i	-1.4	i	i	i	15	i	i	i	i	i
COC(=O)c1cc(NC(=O)C2CCCN(S(=O)(=O)c3c(C)n[nH]c3C)C2)cc(C(=O)OC)c1 (stereo not drawn)	i	-0.6	i	i	i	9	i	i	i	i	i

Pulled by structure from the entries so far (two):
SMILES	TRPC6 act	HIF act	TRPC6 inh	PolyA inh	TRPC4 agonist	AI-2 QS modul	TRPC4 PAM	MrgX1 agonist	TRPC4 inh	MrgX1 PAM	MrgX1 antagonist
O=C(CCCn1c(=O)[nH]c2ccccc2c1=O)NCCSCc1ccccc1	i	-1.4	i	i	i	15	i	i	i	i	i
COC(=O)c1cc(NC(=O)C2CCCN(S(=O)(=O)c3c(C)n[nH]c3C)C2)cc(C(=O)OC)c1 (stereo not drawn)	i	-0.6	i	i	i	9	i	i	i	i	i

Compound activity from PubChem.
